Screening data (PubChem)
FUS yeast rescue: FUS proteinopathy suppression in yeast; S. cerevisiae FUS-expressing, growth rescue, OD600, 24 h; Potency, µM (highest dose often 76.6 µM), inactives show at the highest dose growth rescue (activation), actives largely listed as activators; 390,000 tested, 0.24% active; AID 1347120;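 further: potency means the concentration at half of the fitted maximal effect; plate controls were DMSO vehicle for no effect and reference control for full effect; nearly all actives have a fitted effect of over 55% in size; some results filed as inactive show a strong effect at the top dose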
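Cultures pregrown in 2.5% raffinose medium are shifted to minimal medium containing 2% galactose to express toxic FUS. Compounds are tested at several concentrations. After 24hr at 30C, growth is quantified at 600 nm absorbance.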
Abeta yeast res: compounds reversing amyloid beta toxicity in yeast; yeast expressing A-beta42, growth rescue, OD600, 48 h; response scale: 0% DMSO, 100% iron-clioquinol control; Potency, µM (top dose mostly 46.1 µM), without a hit: at the highest dose growth rescue, most hits filed as activators; 410,000 tested, 0.063% active; AID 1347071; further: potency means the concentration at half of the fitted maximal effect; nearly all actives have a fitted effect of over 55% in size
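Yeast A-beta toxicity model in growth medium with pinned compounds, 48 h at 30 C; growth read as absorbance at 600 nm. Normalized to FeCl3/clioquinol equimolar mix (positive) and DMSO (negative).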
WRN helicase inh: WRN helicase (human) inhibition | WRN helicase unwinding, fluorescent forked duplex, kinetic | Potency, µM (highest dose often 114 µM), for the others: at the highest dose activity change, negative = inhibition, usual class: inhibitors | 360,000 tested, 0.46% active; further: potency means the concentration at half of the fitted maximal effect; on the % scale 0 is the no-effect control and ±100 the full control effect; nearly all actives have a fitted effect of over 55% in size
Target sequence (Q14191 whole entry, looked up): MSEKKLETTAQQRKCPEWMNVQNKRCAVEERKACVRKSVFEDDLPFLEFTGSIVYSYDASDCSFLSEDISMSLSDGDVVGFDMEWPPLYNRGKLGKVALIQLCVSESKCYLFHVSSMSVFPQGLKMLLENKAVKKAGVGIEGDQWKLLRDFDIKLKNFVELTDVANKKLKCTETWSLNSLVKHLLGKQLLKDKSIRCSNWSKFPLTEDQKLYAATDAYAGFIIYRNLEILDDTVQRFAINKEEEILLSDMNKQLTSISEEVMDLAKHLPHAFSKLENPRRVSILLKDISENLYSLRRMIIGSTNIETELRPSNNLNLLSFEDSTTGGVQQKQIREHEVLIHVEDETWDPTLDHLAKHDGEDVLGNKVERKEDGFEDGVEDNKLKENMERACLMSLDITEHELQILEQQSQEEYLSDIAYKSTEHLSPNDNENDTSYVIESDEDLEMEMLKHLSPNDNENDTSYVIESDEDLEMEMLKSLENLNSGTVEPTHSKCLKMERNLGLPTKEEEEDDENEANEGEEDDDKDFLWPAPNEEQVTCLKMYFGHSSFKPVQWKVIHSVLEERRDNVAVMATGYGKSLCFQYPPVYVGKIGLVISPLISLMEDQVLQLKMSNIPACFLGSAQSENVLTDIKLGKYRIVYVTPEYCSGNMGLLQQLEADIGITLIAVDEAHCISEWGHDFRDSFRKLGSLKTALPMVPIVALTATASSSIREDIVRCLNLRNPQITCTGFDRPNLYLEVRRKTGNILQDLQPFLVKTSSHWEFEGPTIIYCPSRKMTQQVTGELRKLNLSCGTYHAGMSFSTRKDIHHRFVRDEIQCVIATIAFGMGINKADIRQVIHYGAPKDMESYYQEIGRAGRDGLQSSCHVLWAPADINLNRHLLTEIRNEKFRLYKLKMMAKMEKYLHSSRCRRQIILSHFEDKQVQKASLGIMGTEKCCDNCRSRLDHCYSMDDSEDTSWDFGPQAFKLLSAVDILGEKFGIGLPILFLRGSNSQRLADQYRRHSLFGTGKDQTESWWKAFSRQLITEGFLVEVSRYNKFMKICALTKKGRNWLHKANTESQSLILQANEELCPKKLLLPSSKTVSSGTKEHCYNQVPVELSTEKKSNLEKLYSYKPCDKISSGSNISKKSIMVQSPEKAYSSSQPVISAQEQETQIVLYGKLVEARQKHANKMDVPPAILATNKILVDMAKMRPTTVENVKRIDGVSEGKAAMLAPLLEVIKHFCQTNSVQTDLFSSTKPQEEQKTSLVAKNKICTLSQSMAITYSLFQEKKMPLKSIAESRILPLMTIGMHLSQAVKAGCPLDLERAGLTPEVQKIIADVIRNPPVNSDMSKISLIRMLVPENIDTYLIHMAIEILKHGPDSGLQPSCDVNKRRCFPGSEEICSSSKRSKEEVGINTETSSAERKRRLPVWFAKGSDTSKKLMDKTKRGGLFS
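Enzyme (20 nM final) and test compound sit together 15 min at room temperature before substrate addition. Substrate is a single-forked duplex oligonucleotide (100 nM) labelled with fluorophore and quencher, with 2 mM ATP; helicase unwinding raises red fluorescence, read kinetically.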
PLK1 PBD block: blocks phosphopeptide binding to human PLK1 polo-box domain. Plk1 PBD binding of FITC phosphopeptide, fluorescence polarization. Potency, µM, without a hit: max response, negative = inhibition, hits mostly inhibitors. 360,000 tested, 2.8% active. AID 720504; further: potency means the concentration at half of the fitted maximal effect; series mostly up to about 57 µM; on the % scale 0 is the no-effect control and ±100 the full control effect; nearly all actives have a fitted effect of over 65% in size
PI5P4K alpha inh: inhibitors of human PI5P4K alpha; P48426; PI5P4Kalpha enzyme, ADP-Glo luminescence, 60 min; hits give low values; max response, %; 330,000 tested, 1.2% active; active means max response of -50% or lower; inconclusive means between -30% and -50%; inactive means -30% or higher; further: value at the top dose of about 77 µM; on the % scale 0 is the no-effect control and ±100 the full control effect
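Reactions run in 0.038 M HEPES pH 7.4, 0.28 mM EGTA, 0.1% CHAPS and 5% DMSO, with PI5P4Kalpha, substrate, compound and 5 microM ATP final, one hour at room temperature. Readout is ADP-Glo luminescence.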
EPAC1 ag: activates human EPAC1 exchange factor; Potency, µM (series often up to 154 µM), inactives show top-dose activation, most hits filed as activators; EPAC1 agonist qHTS, biochemical assay; response scale: 100% = response to 6.5 mM cAMP; 360,000 tested, 0.073% active; O95398; AID 720707; further: potency means the concentration at half of the fitted maximal effect; nearly all actives have a fitted effect of over 60% in size
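Read-out is the fluorescence drop as BODIPY-GDP leaves Rap1B (480 nm excitation, 540 nm emission), recorded every 5 minutes over 30 minutes. Reactions held 100 nM EPAC1, 250 nM Rap1B–BODIPY-GDP and 50 uM GDP, with 6.5 mM cAMP setting full activation.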
IL-2 act: activates IL-2 in a cell-based reporter assay; 360,000 tested, 0.065% active; activation, % (series mostly up to about 46 µM); IL-2 activation reporter assay, cell-based qHTS; stimulated with anti-CD3/CD4/CD28 beads; in transgenic mouse T cells; in the data active means activation above about 50%; inconclusive means mostly about 30% to 49%; further: 0% is about no effect
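Readout: EGFP and DsRed signals by fluorescent plate cytometry. Unstimulated transgenic mouse T cells received compound 60 min before antibody-bead stimulation, then incubated 18 h at 37 degrees C.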
EPAC1 antag: EPAC1 (human) antagonism; AID 720709; O95398; Potency, µM (top dose mostly 115 µM), inactives show at the highest dose activity change, negative = inhibition, hits mostly inhibitors; EPAC1 GEF assay, Rap1b-BODIPY-GDP exchange fluorescence; 360,000 tested, 0.14% active;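 further: potency means the concentration at half of the fitted maximal effect; plate controls were vehicle for no effect and positive control for full effect; nearly all actives have a fitted effect of over 50% in size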
Starred values were filed as active, the others as inactive; ? = inconclusive; nt = no result given; [ ] = dose if it differs, or a comment. Unless noted, the call rests on the fitted dose curve; in most records, active means well fitted curve in the direction sought with a large enough effect; inconclusive means small, poorly fitted or top-dose-only effect, or another doubt; inactive means no such curve, though single readings can be large; an effect the other way counts as inactive or inconclusive.

Compound	FUS yeast rescue	Abeta yeast res	WRN helicase inh	PLK1 PBD block	PI5P4K alpha inh	EPAC1 ag	IL-2 act	EPAC1 antag
COC(=O)[C@@]12C[C@@H](CC(=O)NCC34CC5CC(CC(C5)C3)C4)C(=O)N(Cc3cccc4ccccc34)C1=CCC(C)(C)C2	?	15%	0%	-2%	4	0%	-0.3	6%
Cc1ccc(S(=O)(=O)NCc2ccc(C(=O)NCCCN3CCC(Cc4ccccc4)CC3)cc2)cc1	-11%	-9%	-4%	0%	3	-4%	-2.4	5%
O=C(Nc1ccccc1Cl)c1c(F)c(F)c(F)c(F)c1F	-9%	-1%	-33%	-15%	1	-1%	2.5	5%
Cc1ccc(NC(=O)c2cc(-n3cnnc3)ccc2Cl)c(C)c1	-1%	-19%	-31%[57.1 µM]	-7%	-9	-4%	-1.5	2%
COc1ccc(NC(=O)N2CCN(C(=O)c3ccco3)CC2)c(OC)c1	nt	-8%	-36%	-5%	3	14%	0.1	-3%
COc1ccc2c(CC(=O)NCC3CCC(C(=O)O)CC3)cc(=O)oc2c1 (stereo unspecified)	14%	0%	2%	1%	-10	4%	-0.4	-11%
C=CCNc1nc(NCCN2CCOCC2)nc(OC)n1	-20%	2%	1%	-12%	5	1%	-0.5	-12%
O=C(Nc1ccccn1)c1ccc(Cl)c(S(=O)(=O)N2CCc3ccccc32)c1	-14%	-29%	0%	6%	5	-5%	-0.7	-2%
CCn1cc(C(=O)N2CCCC2)c(=O)c2cc(S(=O)(=O)N(C)C)ccc21	-16%	9%	-14%	-9%	-3	-11%	0.6	-16%
O=C(CN1CCN(c2ncc(C(F)(F)F)cc2Cl)CC1)NC(=O)NCc1ccccc1	-13%	-8%	1%[57.1 µM]	-7%	nt	4%	-1.7	5%
O=C(NNC(=S)Nc1cccc2ccccc12)c1cccc(Br)c1	?	12%	-10%	?	nt	5%	0.0	-6%
CCN1CCN(S(=O)(=O)c2ccc(Cl)c(C(=O)Nc3ccc(OC(F)F)cc3)c2)CC1	19%	11%	-29%	-6%	6	-7%	-4.6	25%
Cc1cccc(Cn2nnc3ccccc32)c1O	-12%	2%	4%	-14%	4	5%	-2.7	-3%
CC(CC(=O)N1CCc2ccccc21)S(=O)(=O)c1ccc2c(c1)NC(=O)CO2 (stereo unspecified)	-13%	3%	8%	27µM*	-1	9%	-2.3	-9%
O=C(Cc1ccc2ccccc2c1)NC(Cc1ccccc1)C(=O)O (stereo unspecified)	-11%	2%	-7%	-7%	2	-15%	0.5	8%
COC(=O)CC1SCCNC1=O (stereo unspecified)	0%	3%	10%	0%	nt	1%	-3.3	5%
COc1ccccc1NC(=O)Nc1cc(F)ccc1F	-11%	1%	-2%	-3%	0	5%	1.4	5%
CC(=O)Nc1ccc(Nc2c([N+](=O)[O-])c(=O)n(-c3ccccc3)c3ccccc23)cc1	-5%	-1%	-9%	-2%	7	-2%	0.1	-10%
CCOC(=O)c1c(CN2CCCCC2C)oc2ccc(OC)cc12 (stereo unspecified)	7%	4%	-16%	-2%	nt	3%	-2.4	3%
Cc1cccn2cc(CSc3nnc(Nc4ccc(C(C)C)cc4)s3)nc12	2%	-5%	-4%	4%	-6	-3%	0.2	-11%
Cc1cc(N=Cc2c(O)ccc3cc(Br)ccc23)no1	-8%	-83%[inhibitor]	-2%[11.6 µM]	5.3µM*	-19	-6%	-0.4	13%
O=C(CC(Sc1ccccc1)c1cccs1)c1ccco1 (stereo unspecified)	4%	0%	-15%	-18%	nt	17%	-1.0	1%
CC1=C(C(=O)OCc2ccc3c(c2)OCO3)C(c2ccccc2OCc2ccccc2)NC(=O)N1 (stereo unspecified)	3%	14%	-5%	1%	nt	8%	6.1	-4%
Cc1cccc(NC(=O)CCS(=O)(=O)c2ccccc2)c1	-24%	-4%	1%	-9%	0	4%	-0.2	10%
O=C(COC(=O)c1ccccc1S(=O)(=O)N1CCCCC1)NCC(F)(F)F	-3%	13%	15%	?	7	9%	0.1	-12%
CCOc1cc(/C=C2\SC(=Nc3ccc(CC)cc3)NC2=O)ccc1OCC(=O)O	43%	17%	?	-24%	-91*	?	0.4	35µM*
c1ccc(-n2nnnc2Sc2n[nH]c(-c3ccncc3)n2)cc1	36%	1%	-6%	-14%	-18	8%	-3.2	-3%
COc1cccc(-c2c(C(=O)N/N=C/c3ccsc3)nnn2-c2nonc2N)c1	16%	3%	5%	-14%	3	-1%	-0.1	-1%
COc1ccc(CN(Cc2ccc(C(=O)O)cc2)C(=S)Nc2ccccc2C)cc1OC	1%	5%	0%	-19%	-1	7%	0.5	-28%
CCOc1cc2c(cc1OCC)C(c1ccccc1)N(c1ccc(C(=O)O)cc1)C(=O)C2 (stereo unspecified)	24%	-9%	-19%	-3%	-9	-2%	-1.1	-21%
CCN(Cc1cc(=O)n2ccsc2n1)Cc1nc2ccccc2c(=O)[nH]1	15%	-3%	5%	-13%	1	-1%	-0.2	-16%
CC(=O)Nc1ccc(S(=O)(=O)Oc2ccc(/C=N/N=C3/NC(=O)C(CC(=O)O)S3)cc2)cc1 (stereo unspecified)	?	-7%	-25%	-22%	-65*	-1%	-1.6	-15%
CCOC(=O)C(C)On1c(-c2cccc(Cl)c2)nc2ccc([N+](=O)[O-])cc21 (stereo unspecified)	12%	-27%	-14%	-8%	-3	1%	-0.6	2%
C/C(=C\C(=O)c1ccc(C)cc1)Nc1cccc(O)c1	18%	9%	-1%	-4%	nt	8%	-2.5	9%
Clc1ccc(C2=Nc3cc(Cl)ccc3OC2)cc1	-31%	6%	6%	-6%	8	5%	-1.4	10%
C#Cc1ccc([C@H]2C=C(C(=O)OCC=C)O[C@@H](OCC)[C@@H]2CCCO)cc1	3%	-4%	0%	3%	-3	-9%	0.5	-4%
C=CCn1c(CCCNC(=O)c2ccccc2OC)nc2ccccc21	-7%	3%	0%	-4%	2	3%	-0.6	-1%
C=CCc1c(N(CC)CC)nc(C)[nH]c1=O	15%	-9%	-1%	-2%	0	-3%	0.0	5%
COc1cc(C(CCN2CCN(c3ccccc3)CC2)c2c(OC)cc(OC)c3c(C)cc(=O)oc23)cc(OC)c1OC (stereo unspecified)	24%	6%	-1%	-6%	1	19%	-0.5	-14%
COc1ccc(/C=C/C(=O)O)cc1S(=O)(=O)N1CCCCC1	-13%	-6%	10%	-3%	-11	-5%	-0.2	-7%
COc1ccc(CNC(=O)Nc2ccccc2)cc1	-9%	-5%	7%	12µM*	-22	2%	-5.1	10%
O=C1CCCC(O)=C1Sc1ccccc1C(=O)O	-1%	-16%	-6%[11.6 µM]	21µM*	-16	-7%	-0.1	9%
O=C(CN1CCCCC1)NNC(=O)c1cccc(Br)c1	-26%	-22%	-5%[57.1 µM]	-4%	0	11%	-0.6	-11%
COc1cccc(CN2CCC2(C)C(=O)Nc2ccc3c(c2)OCO3)c1F (stereo unspecified)	-3%	-10%	-9%	-1%	1	11%	-0.4	-11%
COc1ccc2cc(CCl)c(Cl)nc2c1	7%	-5%	3%	-22%	2	2%	-0.8	3%
CCOC(=O)C1=C(C)Nc2nc(=S)[nH]n2C1c1ccc(Cl)cc1 (stereo unspecified)	0%	-10%	1%	24µM*	-60*	-1%	-2.3	-4%
COc1cc(C(=O)NCCC(=O)NCCc2ccc(Cl)cc2)cc(OC)c1OC	nt	8%	-10%	2%	2	-1%	-2.2	-9%
COc1ccc(/C=C/C(=O)Nc2cc(C(F)(F)F)ccc2Cl)cc1	-3%	-6%	-21%	0%	nt	4%	-1.8	-7%
O=C(O)CC/C(=N\Nc1ccc([N+](=O)[O-])cc1S(=O)(=O)N1CCOCC1)c1cccs1	18%	-3%	-14%	-4%	-3	-1%	-3.7	-8%
Cc1nn(C)cc1[C@@H]1C[C@H]2CN(Cc3cccc(Cl)c3)C(=O)[C@]23CCCN13	18%	5%	-7%	0%	3	-5%	-0.6	-8%
COc1ccc(Cl)cc1C(=O)CSc1nnnn1C1CCCCC1	30%	-30%	-3%	-2%	25	?	-0.3	-3%
CN(C)c1nc2ccccc2n(C)c1=O	-8%	0%	7%	-4%	4	5%	0.2	51%[activator]
COc1cccc(CN2CCN(C(=O)c3ccc(-c4ccccc4)cc3)CC2)c1OC	?	-5%	-1%	30µM*	-2	8%	-2.4	-3%
CCNC(=S)N1CCN(CCN=CC2=C(O)CC(C)(C)CC2=O)CC1	-21%	-1%	-7%	-6%	3	5%	-0.2	-21%
CCOC(=O)c1sc2nc(C)n(CC(=O)NCC3CCCO3)c(=O)c2c1C (stereo unspecified)	5%	15%	-8%	-3%	1	0%	-0.3	-1%
C=CCNS(=O)(=O)c1cccc(C(C)=O)c1	nt	4%	3%	-6%	-2	4%	-0.3	0%

(more compounds)
Compound	FUS yeast rescue	Abeta yeast res	WRN helicase inh	PLK1 PBD block	PI5P4K alpha inh	EPAC1 ag	IL-2 act	EPAC1 antag
CC(=O)c1cccc(S(=O)(=O)NC2CC2)c1	nt	2%	3%	27µM*	-9	-5%	-3.4	-5%
Cc1cccc(-c2ccc3[nH]c4c(c3c2)CCN2C[C@@H]([C@H](C)O)[C@@H](N(C)C(=O)NC3CCCCC3)C[C@@H]42)c1	43%	-44%[inhibitor]	-2%	-3%	9	-6%	-1.8	-21%
COc1ccccc1CNC(=O)COC(=O)c1cc(=O)c2ccccc2o1	-6%	-5%	4%	-2%	-3	-11%	4.1	-19%
COC(=O)C1=C(C)C(c2ccc(OC)cc2)NC(=O)N1 (stereo unspecified)	-25%	-5%	-11%	-16%	1	-12%	-0.4	-19%
N#C/C(=C/c1ccc(-c2ccccc2)o1)c1nc(-c2cccs2)cs1	nt	13%	?	-24%	21	-70%[inhibitor]	0.4	?
COc1cccc(/C=C/C(=O)OCC(=O)c2ccc[nH]2)c1	-30%	0%	12%	-1%	-9	3%	0.0	8%
Cn1c(N)nc2nc[nH]c2c1=S	nt	-10%	-3%	-6%	0	-3%	-1.9	-10%
